# Source: PubChem (Fisher Drug Discovery Resource Center)
# mcGAS inh = mouse cGAS inhibition by luminescence | Q8C6L5 | 160,000 compounds, 0.15% hits | recombinant cGAS, Kinase-Glo ATP depletion luminescence | inhibition, % at 12.5 µM;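 note: 0% = negative control wells and 100% = reference inhibitor with no enzyme activity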
# NPYLR7 ag = mosquito NPYLR7 agonism | 270,000 compounds, 0.15% hits | HEK293T NPYLR7/Galpha15, GCaMP6s calcium fluorescence | activation, % at 10 µM; in the data active = activation above about 40%;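 note: 0% = vehicle and 100% = reference agonist at the receptor; some compounds past the cut are filed as inactive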
# hcGAS inh = human cGAS inhibition; inhibition, % at 12.5 µM; recombinant h-cGAS, ATP depletion, Kinase-Glo luminescence; AID 1259398; 290,000 compounds, 0.081% hits; Q8N884;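 note: 0% = vehicle reaction and 100% = reaction without DNA for no activity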
# Target sequence (Q8N884 whole entry, looked up): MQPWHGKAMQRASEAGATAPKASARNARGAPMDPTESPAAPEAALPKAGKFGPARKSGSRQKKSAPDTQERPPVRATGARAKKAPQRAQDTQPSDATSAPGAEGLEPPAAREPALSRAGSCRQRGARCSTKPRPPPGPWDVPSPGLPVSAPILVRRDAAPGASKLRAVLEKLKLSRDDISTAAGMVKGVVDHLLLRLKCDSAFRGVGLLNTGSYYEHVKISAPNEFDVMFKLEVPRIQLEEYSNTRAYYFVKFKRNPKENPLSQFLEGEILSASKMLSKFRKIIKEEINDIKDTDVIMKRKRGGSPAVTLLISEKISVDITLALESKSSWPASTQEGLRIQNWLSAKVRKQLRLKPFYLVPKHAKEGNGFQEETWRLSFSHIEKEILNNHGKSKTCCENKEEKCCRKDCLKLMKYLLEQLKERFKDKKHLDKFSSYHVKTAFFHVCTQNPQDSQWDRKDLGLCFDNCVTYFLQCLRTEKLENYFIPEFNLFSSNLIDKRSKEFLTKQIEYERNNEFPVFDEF
# * hit, by the source's call; . = no result given; & = joins results of further samples. Cut-off read from the data, not from the text of the source, unless noted: active = inhibition above about 40%; inactive = the rest. Compounds were not picked by outcome; any-hit rate near 0.27%.
# Screens in order: mcGAS inh	NPYLR7 ag	hcGAS inh
CSc1nc2ccc(NC(=O)c3coc4ccccc4c3=O)cc2s1
→ .	1	-2
CCSc1nnc2c(n1)OC(c1ccc(N(CC)CC)cc1)Nc1ccccc1-2 (stereo unspecified)
→ -5	-4	-3
CC1=C(C(=O)OCC(F)(F)F)C(c2ccc(Br)cc2)NC(=O)N1 (stereo unspecified)
→ -8	2	-7
COc1ccccc1CNC(=O)CN(C)C(C)c1ccon1 (stereo unspecified)
→ .	5	-7
COc1cc(CO)ccc1OCC(C)C
→ .	14	-6
O=C(c1ccc2ccccc2c1)C1CCCN(C(=O)NCc2ccccc2)C1 (stereo unspecified)
→ -12	-5&9	2&-12
COc1ccc(-c2nnc3ccc(OCCNC(=O)c4cccc(C)c4)nn23)cc1OC
→ .	-1	3
CCOc1ccccc1OCc1nn2cnnc2s1
→ -7	2	-6
O=C(NCCCn1ccnc1)c1cc(N2CCN(Cc3ccccc3)CC2)nc2ccccc12
→ -3	8	-2
CCOc1ccc(C(C)NC(=O)CCc2c(C)nc3c4ccccc4nn3c2C)cc1 (stereo unspecified)
→ -7	3	-6
Brc1ccc(Nc2nc(-c3ccccc3)c3cc(Br)ccc3n2)nc1
→ -6	16	-2
COc1ccc(-c2nccn2CCCN(C)C)c(OC)c1
→ -1	-1	-1
Cc1cc(N2CCN(S(=O)(=O)NCc3ccccc3)CC2)n2ncnc2n1
→ .	6	-4
O=C1OC(c2ccc3c(c2)OCO3)=N/C1=C\c1ccc(Br)cc1
→ -6	12	-3
S=C(NCc1ccccc1)N1CCn2cccc2C1c1ccncc1 (stereo unspecified)
→ .	1	-10
COCC(=O)Nc1ccc(Nc2nc(C)cc(N3CCCCC3)n2)cc1
→ .	10	-10
C=CCNc1ccccc1C(=O)NCc1nncn1C1CCCCC1
→ -2	-1	3
CCOc1ccc(C(=O)N2CCN(C)C3(CCN(C)CC3)C2)cc1Cl
→ .	-4	-7
CC(C)N1C(=O)[C@H]2CN(C(=O)N3CCOCC3)CCN2C1=O
→ -6	-9	-7
CCOc1ccccc1N1CCN(S(=O)(=O)c2ccc(OC)c3ccccc23)CC1
→ .	4	-5
Cc1ccc(-c2cn[nH]c2C2CCCN(C(=O)c3ccc[nH]3)C2)cc1 (stereo unspecified)
→ -20	5	-2
Cc1ccc(NC(=O)c2cc(S(=O)(=O)N(C)Cc3ccccc3)ccc2F)cc1
→ .	-5	0
O=C(NCC1CCCO1)c1cc2n(n1)CCN(Cc1ccc(Cl)c(Cl)c1)C2=O (stereo unspecified)
→ -5	19	-3
CCOC(=O)c1cc(-c2ccccc2)sc1NC(=O)c1ccc(Cl)nc1
→ -8	-6	-5
CSCCNC(=O)c1sc2ccccc2c1Cl
→ -2	-1	0
Cc1ccc(C(O)CSc2nnc(NCc3ccco3)s2)c(C)c1 (stereo unspecified)
→ .	0	-6
CC(=O)Nc1ccc(C(=O)N2CCN(C)C3(CCN(C)CC3)C2)cc1
→ .	-2	-3
CC(NC(=O)c1ccc(Br)cc1F)C(=O)N1CCOCC1 (stereo unspecified)
→ -18	15	-6
CCOC(=O)c1ccc2c(c1)nc(SCc1ccc(C(=O)OC)cc1OC)n2CCOC
→ -3	26	-4
Cc1cc2nc(-c3ccccc3)c(N3CCCN(S(=O)(=O)c4ccc(F)cc4)CC3)nc2cc1C
→ -4	.	-5

# Following part.
# Screens in order: mcGAS inh	NPYLR7 ag	hcGAS inh
COc1cccc(C2CCCN2c2ccc(-c3nc(C4CC4)no3)cn2)c1 (stereo unspecified)
→ .	8	-7
Nc1nc(CN(Cc2c(F)cccc2Cl)C2CC2)nc2ccccc12
→ -8	2	-4
CNS(=O)(=O)c1ccc(CNC(=O)Nc2ccccc2F)s1
→ .	7	-14
CCCCN(Cc1ccc(F)cc1)C(=O)CNC(=O)N(C)C
→ .	6	-3
CCc1ccccc1CN1CCCn2cccc2C1c1ccc(Cl)cc1 (stereo unspecified)
→ -7	23	-9
Cc1c(C(=O)Nc2nccn2CC(C)C)oc2c1C(=O)CC(C)(C)C2
→ .	13	-18
CC1CN(c2cc(Oc3cccc(F)c3)ncn2)CCN1Cc1cccc([N+](=O)[O-])c1 (stereo unspecified)
→ -5	.	-5
CN1CCC(N(C)Cn2c(=S)n(-c3ccccc3)c3ccccc32)CC1
→ .	2	-5
O=C(/C=C/c1ccc([N+](=O)[O-])cc1)N1CCc2nc(-c3ccccc3)nc(N3CCOCC3)c2C1
→ -3	13	3
CCC(c1ccccc1)C1(O)OC(=O)c2ccccc21 (stereo unspecified)
→ .	9	3
CC(=O)c1c(SCC(=O)Nc2ccccc2)nc(=O)[nH]c1C
→ .	22	-3
CN(Cc1cnn(C)c1)C(=O)CC1(c2cccc(C(F)(F)F)c2)CC(=O)N(C2CC2)C1=O (stereo unspecified)
→ -12	20	-8
CC(=O)Nc1ccnn1C1CCN(Cc2cc(F)ccc2-n2nc(C)cc2C)CC1
→ .	15	-8
c1cncc(-c2nc(Sc3nnc(C4CC4)o3)c3ccccc3n2)c1
→ .	1	-6
CCCNC(=O)C(NC(=O)c1ccc(F)cc1)C1CCN(S(=O)(=O)c2ccc(Cl)cc2)CC1 (stereo unspecified)
→ -7	1	-6
CCCCNC(=O)C(C#N)=Cc1cc(Br)ccc1F
→ -2	1	-2
Cc1occc1C(=O)NNC(=O)c1oc2ccccc2c1C
→ .	9	-11
CCC(CC)NC(=O)CSc1nc(-c2ccco2)nc2ccccc12
→ .	-8	-3
Cc1cnc(C(NC(=O)C2CCCN(C(=O)C3CC3)C2)C2CC2)s1 (stereo unspecified)
→ .	3	-9
C1COC(CNCC2CC2)C1 (stereo unspecified)
→ .	0	-6
O=C(COc1ccccc1)Nc1cc(-c2onc3c2CCCC3)cc(C(F)(F)F)c1
→ -4	19	-7
CC(=O)Nc1ccc(CC(=O)N2CCc3sccc3C2)cc1
→ .	-8	0
c1ccc(C2C3=C(Nc4ncnn42)c2ccccc2CC3)cc1 (stereo unspecified)
→ .	1	-12
CCOC(=O)CNCc1ccccc1F
→ -3	-7	-6
FC(F)(F)c1ccc(NN=Cc2cccnc2)nc1
→ .	6	-7
Cc1ccc(S(=O)(=O)NCC2CSCCS2)cc1C (stereo unspecified)
→ -15	5	-6
CCOc1ccc(-c2cc3c(=O)n(Cc4nc(-c5ccc(SC)cc5)no4)ccn3n2)cc1
→ -7	0	-5
Cc1ccsc1C(=CCCN1CCC[C@@H](C(=O)O)C1)c1sccc1C
→ .	-13	-5
CNC(=O)CSc1nnc(C(C)C)c2cnn(-c3ccccc3)c12
→ -16	-11	-6
O=C(CSc1ccccn1)N1CCc2c([nH]c3ccccc23)C1c1ccccc1F (stereo unspecified)
→ -4	-4	-3

# Quoted at random: four compounds from above.
# Screens in order: mcGAS inh	NPYLR7 ag	hcGAS inh
CC(=O)Nc1ccnn1C1CCN(Cc2cc(F)ccc2-n2nc(C)cc2C)CC1
→ .	15	-8
CNC(=O)CSc1nnc(C(C)C)c2cnn(-c3ccccc3)c12
→ -16	-11	-6
CC(=O)c1c(SCC(=O)Nc2ccccc2)nc(=O)[nH]c1C
→ .	22	-3
O=C(/C=C/c1ccc([N+](=O)[O-])cc1)N1CCc2nc(-c3ccccc3)nc(N3CCOCC3)c2C1
→ -3	13	3

# 3 of these compounds in a different format.
CC(NC(=O)c1ccc(Br)cc1F)C(=O)N1CCOCC1 (stereo unspecified)
  mcGAS inh = -18; NPYLR7 ag = 15; hcGAS inh = -6
O=C1OC(c2ccc3c(c2)OCO3)=N/C1=C\c1ccc(Br)cc1
  mcGAS inh = -6; NPYLR7 ag = 12; hcGAS inh = -3
Cc1ccc(-c2cn[nH]c2C2CCCN(C(=O)c3ccc[nH]3)C2)cc1 (stereo unspecified)
  mcGAS inh = -20; NPYLR7 ag = 5; hcGAS inh = -2

# Further results.
# Screens in order: mcGAS inh	NPYLR7 ag	hcGAS inh
Cc1noc(C)c1S(=O)(=O)NCCC(=O)O
→ .	7	-8
CCCCn1c(C)c(C)n2c3c(=O)n(CC(N)=O)c(=O)n(C)c3nc12
→ -8	.	-3
O=C1C(C(c2ccc(Cl)cc2Cl)N2CCOCC2)Sc2nc(-c3ccco3)nn21 (stereo unspecified)
→ 0	6	-5
CCCCCNC(=O)Nc1cc2c(cc1Cl)OCCO2
→ .	2	-10
O=C(C1CCCO1)N1CCC(NCc2csc3c2CCCC3)CC1 (stereo unspecified)
→ .	3	-5
Cc1cc(C)cc(-c2nc3cc(C)ccn3c2NC(=O)c2ccc3ccccc3c2)c1
→ -8	-9	-7
CCCOc1cc(C)ccc1NC(=O)CC(C)(C)CC(=O)O
→ .	6	-4
O=C(Nc1cc(-c2ccccc2)nn1-c1cc(Cl)ccc1Cl)c1cccc(Cl)c1
→ -6	5	-6
Cc1cccc(-c2noc(CN(C)Cc3cccn3-c3nccs3)n2)c1
→ .	3	-7
CCOC(=O)c1cc(C)nn1C1CCN(C(=O)c2cc3ccccc3s2)CC1
→ -6	3	-3
COc1ccc(N(CC(=O)NC(N)=O)Cc2ccc(C(C)C)cc2)cc1
→ .	-5	-7
Cc1onc(-c2ccccc2)c1C(=O)Nc1ccc(C(C)C)cc1
→ .	-3	-5
COc1cc(NC(=O)c2cc(C)no2)ccc1N1CCOC1=O
→ -11	4	-7
O=C(c1cccc(Cl)c1)N1CCCC1CC(O)c1cccs1 (stereo unspecified)
→ -7	9	-9
CC(C)COc1nc(-c2cccs2)n(-c2cccc(NC(=O)c3ccc(F)cc3)c2)n1
→ -4	12	-8
CCc1cc(C(=O)Nc2c(OC)ncnc2N(C)C)sc1C
→ .	-2	1
O=C1OC(CC(=O)N2CCN(c3ncccn3)CC2)c2ccccc21 (stereo unspecified)
→ -1	5	5
O=C(c1ccc(CSCc2cccs2)cc1)N1C2CCC1CC(Oc1ccc(F)cc1F)C2 (stereo unspecified)
→ -6	4	-5
Cc1ccc(Cl)cc1-n1nnc(C(=O)Nc2ccccc2)c1C
→ -5	0	-2
CC(NC(=O)c1cnn2cc(CCO)cnc12)c1ccc(O)c(F)c1 (stereo unspecified)
→ .	-5	-5
COc1ccc(C(=O)C=Cc2ccc(F)c(F)c2)cc1F
→ 2	2	-3
O=C(Cn1c(=O)sc2ccccc21)N1CCCC1
→ .	-3	-1
NC(=O)CC[C@H](N)C(=O)O
→ -3	2&-6&-4	-3&-3&-1
O=C(O)c1cccc(CC2CCN(S(=O)(=O)N3CCOCC3)C2)c1 (stereo unspecified)
→ -10	1	-6
Cc1ccc(OCCCC(=O)Nc2sccc2C(N)=O)cc1
→ .	3	-5
Fc1cccc(-c2nnc(CN3CCCCC3CCN3CCOCC3)o2)c1 (stereo unspecified)
→ 4	1	-2
CN(Cc1nnc(-c2ccccc2)o1)C(=O)C1CCCN(Cc2ccco2)C1 (stereo unspecified)
→ .	6	-4
O=C(O)Cc1n[nH]c(CNc2ccccc2)n1
→ .	-11	-1
CCc1nc(C)c(C(=O)NCc2cccnc2-n2ccnc2)o1
→ .	2	-3
CCCC1(c2nc3c([nH]2)CCCNC3=O)CCC1
→ -4	.	-6
Cc1nc(C)c(Cc2cccc(C(F)(F)F)c2)c(N2CCN(C(=O)COc3ccccc3)CC2)n1
→ -7	0	-4
CCOC(=O)C(C)n1cnc2c(nnn2-c2ccc(F)cc2)c1=O (stereo unspecified)
→ .	7	-3

# Grouped by structure: the compounds so far with a thiophene ring, fused or not (twelve)
# Screens in order: mcGAS inh	NPYLR7 ag	hcGAS inh
CCOC(=O)c1cc(-c2ccccc2)sc1NC(=O)c1ccc(Cl)nc1
→ -8	-6	-5
CSCCNC(=O)c1sc2ccccc2c1Cl
→ -2	-1	0
CNS(=O)(=O)c1ccc(CNC(=O)Nc2ccccc2F)s1
→ .	7	-14
CC(=O)Nc1ccc(CC(=O)N2CCc3sccc3C2)cc1
→ .	-8	0
Cc1ccsc1C(=CCCN1CCC[C@@H](C(=O)O)C1)c1sccc1C
→ .	-13	-5
O=C(C1CCCO1)N1CCC(NCc2csc3c2CCCC3)CC1 (stereo unspecified)
→ .	3	-5
CCOC(=O)c1cc(C)nn1C1CCN(C(=O)c2cc3ccccc3s2)CC1
→ -6	3	-3
O=C(c1cccc(Cl)c1)N1CCCC1CC(O)c1cccs1 (stereo unspecified)
→ -7	9	-9
CC(C)COc1nc(-c2cccs2)n(-c2cccc(NC(=O)c3ccc(F)cc3)c2)n1
→ -4	12	-8
CCc1cc(C(=O)Nc2c(OC)ncnc2N(C)C)sc1C
→ .	-2	1
O=C(c1ccc(CSCc2cccs2)cc1)N1C2CCC1CC(Oc1ccc(F)cc1F)C2 (stereo unspecified)
→ -6	4	-5
Cc1ccc(OCCCC(=O)Nc2sccc2C(N)=O)cc1
→ .	3	-5
